From PubChem
WT yeast gro inh: growth inhibition of WT yeast, mitochondrial fusion screen. mitochondrial fusion phenotypic screen, WT strain. inhibition, % at 10 µM. 2.1% of 190,000 active; in the data active = inhibition above about 58%; tested in S. cerevisiae
Large T inhibition: SV40 large T antigen inhibitors, biochemical (AID 1903). one-dose inhibition, % at 20 µM; IC50 in µM for titrated hits. 0.39% of 310,000 active. SV40 large T antigen ATPase/helicase inhibition assay; higher % means a stronger effect; in the data active = a potency from the dose series; inconclusive = inhibition mostly from about 32% at the one dose, without a potency; inactive = the rest, 99 in 100 with inhibition below about 32%; also: strong numbers were not always called active
Dengue-2 NS5 capping: Dengue-2 NS5 methyltransferase inhibitors, primary screen, biochemical, confirmation dose response (AID 588689); inhibition, % at 25 µM, or IC50 in µM where a hit was titrated; Dengue-2 NS5 methyltransferase capping enzyme assay, biochemical; higher % means a stronger effect; 0.3% of 340,000 active; in the data active = a potency from the dose series; inconclusive = inhibition above about 29% without an active follow-up result
Yfh1-off respiration: enhancers of respiration in Yfh1-depleted yeast, dose response, Friedreich's ataxia, plus single-dose screen (AID 1465); 0.074% of 220,000 active; S. cerevisiae Yfh1-off respiration, WST-1 reduction, 72 h; higher fold induction means a stronger effect; fold induction at 50 µM, or EC50 in µM where a hit was titrated;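 active = fold induction of absorbance versus untreated yeast above a set limit, then at least 30% activation at any dose in follow-up; inconclusive = repeats straddling the limit, or above it without dose testing; inactive = fold induction below the set limit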;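 also: activators that raise dye reduction in frataxin-depleted yeast; strong numbers were not always called active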
UTI89 phage lysis: protection from phage-mediated lysis, alamar blue read-out – E. coli UTI89, K1F phage, bacterial capsule biogenesis inhibitors (AID 488966); inhibition, % at 100 µM; hits with a dose series show IC50 in µM; E. coli UTI89 K1F phage lysis, alamar blue, 2 h; higher % means a stronger effect; 0.02% of 340,000 active;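 active = phage lysis inhibition, versus mean bacterial control, above a set limit; inconclusive = no clear call, values can overlap the other calls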;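 also: capsule biogenesis inhibitors block K1F phage lysis so surviving cells raise fluorescence; higher fluorescence means more inhibition of phage lysis; actives were called in the ten point dose series up to 300 µM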
ER stress rescue: protection against thapsigargin-triggered cell killing – 384-well, CSM14.1, ATP luminescence, primary screen (AID 1222). CSM14.1 thapsigargin-induced death rescue, ATP luminescence; higher % means a stronger effect. one-dose cellular ATP content (survival), % at 20 µM; EC50 in µM for titrated hits. 190,000 tested, under 10 active;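 active = EC50 below 50 µM in the dose-response confirmation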;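 also: death triggered by thapsigargin at about 15 µM added after 2 h compound pretreatment; cell ATP read after overnight thapsigargin exposure of roughly 18 to 22 hours; normalized against plate controls of thapsigargin alone and 5% DMSO vehicle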
XIAP antagonists: small molecules displacing peptide from XIAP – biochemical, IAP family, fluorescence polarization (AID 1018) | XIAP BIR domain, fluorescence polarization peptide displacement; higher % means a stronger effect | one-dose displacement, % at 20 µM; IC50 in µM for titrated hits | 0.007% of 200,000 active; in the data active = displacement above about 50%; also: a part of the inactive calls stands beside numbers as strong as those of hits
West Nile virus CPE: West Nile virus antiviral activity, cell-based, CPE readout (AID 1621); West Nile virus-infected cells, CPE inhibition; higher % means a stronger effect; CPE inhibition, % at 10 µM, or IC50 in µM where a hit was titrated; 0.02% of 290,000 active; in the data active = a potency from the dose series; inconclusive = CPE inhibition mostly from about 3.7% at the one dose, without a potency; inactive = the rest, 99 in 100 with CPE inhibition below about 2.2%; also: strong numbers were not always called active
RSV antiviral HEp-2: inhibition of RSV-induced cytopathic effect – HEp-2 cells, primary 10 µM value included (AID 2391); 0.13% of 310,000 active; HEp-2 cells, RSV-induced CPE inhibition; higher % means a stronger effect; one-dose CPE inhibition, % at 10 µM; IC50 in µM for titrated hits; in the data active = a potency from the dose series; inconclusive = CPE inhibition mostly from about 23% at the one dose, without a potency; inactive = the rest, 99 in 100 with CPE inhibition below about 21%; also: strong numbers were not always called active
WT yeast gro inh mutant strain: further read-out of WT yeast gro inh, marked with its call; inhibition, %; mitochondrial fusion phenotypic screen, mutant strain inhibition
Dengue-2 NS5 capping pilot replicate: recorded beside Dengue-2 NS5 capping, whose call it bears; inhibition, %; measured here: pilot screen replicate inhibition
An asterisk follows results filed as active; i = inactive; ? = inconclusive; . = no result given; [ ] = dose if it differs, or a comment. Rows were taken by chance. About 2.2% of those tested had a hit in this group.

SMILES	WT yeast gro inh	WT yeast gro inh mutant strain	Large T inhibition	Dengue-2 NS5 capping	Yfh1-off respiration	UTI89 phage lysis	ER stress rescue	XIAP antagonists	West Nile virus CPE	RSV antiviral HEp-2	others
COC(=O)N/N=C/c1ccc(-c2ccc(C)c(Cl)c2)o1	2	0	1%	-1%	i	0.0%	-1.7%	-5.3%	-0.8%	?
Cc1ccc(NC(=S)N2CCN(c3ccccc3F)CC2)c(C)c1	.	.	0%	.	.	-0.5%	.	.	-0.1%	9.1%
CC(=O)Nc1ccc(S(=O)(=O)N(C)c2ccc(O)cc2)cc1	-31	-9	?	-6%	i	-3.0%	-2.9%	-12%	0.2%	1.2%
CCc1cc(=O)oc2cc(OCC(=O)NCCCn3ccnc3)c(Cl)cc12	.	.	14%	40%	.	0.2%	.	.	-0.1%	-2.6%
CCc1ccc(C(=O)/C=C/c2cnn(C)c2C)s1	21	7	2%	-3%	i	-0.2%	-4.8%	-7.8%	-0.5%	3.1%	Dengue-2 NS5 capping pilot replicate=-1.5
CCOC(=O)c1ccc(NC(=O)CCc2c(C)nc3ncnn3c2C)cc1	-18	-7	3%	-4%	i	-0.1%	-3.8%	-12%	-0.6%	-1.9%
O=C(CSc1nnc(-c2cccnc2)n1Cc1ccccc1)NCc1ccccc1	-6	-2	0%	-5%	i	2.3%	0.0%	-3.5%	0.1%	1.1%
COc1cc(NC(=O)c2c(F)c(F)c(OC)c(F)c2F)ccc1NC(=O)c1cccs1	.	.	25%	5%	.	4.0%[50 µM]	.	.	0.0%	11%
COC(=O)c1cc(OC)c(OC)cc1NCC(=O)Nc1cccc(C(F)(F)F)c1	24	5	6%	0%	i	2.3%[50 µM]	-1.5%	2.0%	-1.5%	5.1%
Cc1ccc(-n2c(N)c(C(=O)N3CCN(C)CC3)sc2=S)cc1	-7	-3	21%	-5%	?	0.6%	-0.7%	-2.4%	-0.2%	-0.4%	Dengue-2 NS5 capping pilot replicate=19
COC(=O)N/N=C/c1ccc(-c2ccc(Cl)cc2Cl)o1	.	.	13%	-8%	i	-0.1%	.	.	-0.1%	.
CC(C)NC[C@@H](O)COc1ccc(CC(N)=O)cc1	.	.	26%	1%	.	-2.5%	.	.	.	0.4%
CC(=O)Oc1ccc(/C(C)=N/N2CCN(Cc3ccc(C)cc3)CC2)cc1	.	.	7%	-4%	.	-0.1%	.	.	-0.8%	0.7%
COc1ccccc1N(C(=O)CNC(=O)c1ccco1)C(C(=O)NC1CCCC1)c1ccncc1 (stereo not drawn)	-18	-4	2%	-12%	.	0.7%	-5.6%	-9.4%	-0.2%	1.0%
CCCCCC[n+]1c(-c2ccccc2)csc1Nc1ccccc1	69*	9.4*	11%	-1%	i	-0.1%	4.6%	-6.0%	-0.9%	12%
Cc1ccc(NC(=O)c2ccsc2)cc1NS(C)(=O)=O	.	.	4%	-3%	.	0.2%	.	.	-0.1%	0.9%
CC1CCN(C(=O)Cn2cc(C#N)c3ccccc32)CC1	-2	-2	7%	-3%	i	-0.3%	10%	1.3%	0.0%	0.8%
CCCS(=O)(=O)N1CCN(C(=O)COc2ccccc2)CC1	4	-3	9%	-11%	i	0.2%	-0.7%	-3.4%	0.1%	5.1%
O=C(CCN1C(=O)/C(=C/c2ccc(Cl)cc2)SC1=S)Nc1cccnc1	.	.	0%	0%	.	0.3%	.	.	-0.1%	0.7%
O=C1CCCc2nc(N3CCN(Cc4ccccc4)CC3)ncc21	17	22	1%	-1%	i	0.1%	1.3%	-0.4%	-0.6%	1.6%
NS(=O)(=O)c1ccc(CCN2C(=O)/C(=C\c3ccc(Cl)cc3)SC2=S)cc1	4	-27	7%	-4%	i	0.3%	-0.4%	4.6%	1.0%	?
Cc1ccc2cc(CN(Cc3nnnn3C3CCCCC3)CC3CCCO3)c(=O)[nH]c2c1 (stereo not drawn)	12	-1	8%	1%	i	-1.8%	-0.5%	0.6%	-0.8%	3.2%
O=C(NCc1ccccc1Br)c1ccc2c(c1)OCCO2	.	.	11%	.	.	0.0%	.	.	-0.7%	2.9%
COC(=O)c1cn(NC(=O)c2cccc(F)c2)c(=O)c2ccccc12	3	-4	-5%	-2%	i	-0.1%	-0.6%	-4.9%	?	4.0%
OC(CNC1Cc2ccccc2C1)COc1ccc(Cl)cc1 (stereo not drawn)	.	.	12%	-2%	i	-0.9%	.	.	-0.4%	-2.0%

The final 2 compounds of the section before lead into the next.
SMILES	WT yeast gro inh	WT yeast gro inh mutant strain	Large T inhibition	Dengue-2 NS5 capping	Yfh1-off respiration	UTI89 phage lysis	ER stress rescue	XIAP antagonists	West Nile virus CPE	RSV antiviral HEp-2	others
COC(=O)c1cn(NC(=O)c2cccc(F)c2)c(=O)c2ccccc12	3	-4	-5%	-2%	i	-0.1%	-0.6%	-4.9%	?	4.0%
OC(CNC1Cc2ccccc2C1)COc1ccc(Cl)cc1 (stereo not drawn)	.	.	12%	-2%	i	-0.9%	.	.	-0.4%	-2.0%
CCC(=O)N1CCCc2ccccc21	.	.	4%	-1%	i	0.8%	.	.	0.3%	.
Cn1c(C(=O)O)ccc1S(=O)(=O)N1CCCCCC1	.	.	2%	6%	i	1.8%	.	.	0.3%	.
N#Cc1c2n(c3c(=O)n(Cc4ccccc4)cnc13)CCCC2	-1	6	1%	2%	i	4.2%	.	-2.3%	-0.4%	-2.5%
CCc1ccccc1NC(=S)NCC1CCN(c2ccc(OC)cc2)C1 (stereo not drawn)	.	.	34%	5%	i	0.0%	.	.	-0.3%	-1.9%
N#Cc1c(NC(=O)COC(=O)C2CC3C=CC2C3)oc(-c2ccccc2)c1-c1ccccc1 (stereo not drawn)	9	6	16%	-1%	i	2.1%	.	-3.3%	2.4%	5.9%
CCCNCc1cc(OCC)c(OCC(N)=O)cc1Br	-8	-5	-1%	0%	i	1.1%	4.1%	-3.5%	-0.1%	-0.5%
N/C(=N\OC(=O)Cc1ccc([N+](=O)[O-])cc1)c1cccc(Br)c1	15	29	13%	-4%	i	0.1%	-0.1%	0.0%	-0.8%	-0.1%
NC(=O)CSc1nc2c(sc(=S)n2-c2ccccc2)c(=O)[nH]1	.	.	9%	4%	.	1.1%[50 µM]	.	.	1.2%	1.3%
Cc1c(C(=O)N2CCN(c3ccccc3F)CC2)oc2c1C(=O)CC(C)(C)C2	.	.	30%	-3%	.	0.5%	.	.	0.3%	1.3%
CN(C)c1ccc(C(=S)N2CCN(S(=O)(=O)c3ccccc3)CC2)cc1	.	.	11%	-10%	.	0.4%	.	.	-0.6%	1.3%
O=c1nc2c(-c3ccccc3F)n[nH]n2c2ccccc12	-10	-1	-11%	1%	i	-0.1%	-2.6%	-2.8%	-0.1%	2.8%
CCCCN(C(=O)c1cccs1)C1CCS(=O)(=O)C1 (stereo not drawn)	.	.	11%	-4%	.	1.6%[50 µM]	.	.	.	-1.6%
CC(=O)Nc1ccccc1NC(=O)CN(C)S(=O)(=O)c1ccc(C)cc1	2	-7	0%	0%	i	0.4%	-1.5%	-1.3%	-0.1%	0.5%
c1coc(-c2nc3c4c5c(sc4ncn3n2)CCCC5)c1	-6	-1	7%	-2%	i	0.2%	-2.7%	-3.1%	0.2%	3.4%
COC(=O)c1ccc(N/C=C/C(=O)c2ccc(OC)c(OC)c2)cc1	-5	-4	2%	-7%	i	-0.9%	-2.1%	-6.8%	-0.1%	0.4%
COc1ccc(NC(=O)Nc2c(C)n(C)n(-c3ccccc3)c2=O)cc1OC	.	.	27%	-1%	.	0.0%[50 µM]	.	.	-1.0%	1.6%
COc1ccc(CCNC(=O)CSc2ccc(Br)cc2)cc1OC	1	-4	22%	5%	i	-0.1%	-1.6%	-5.6%	-0.3%	3.1%
Cn1c(N2CCN(S(=O)(=O)c3ccc(F)cc3)CC2)nc2ccccc21	-5	-11	20%	-1%	i	0.4%	0.7%	-16%	0.3%	-0.5%
O=C(Nc1ccc(OCc2ccccc2)cc1)Nc1ccccc1C(=O)NCCCN1CCOCC1	.	.	8%	5%	i	-0.6%	.	.	-0.3%	.
CCCCCOc1ccc(C(C)(O)C(CN2CCOCC2)c2ccccc2)cc1 (stereo not drawn)	.	.	2%	2%	.	-0.5%[50 µM]	.	.	-1.3%	0.2%
CCN(CC)CCNc1c2c(c(C#N)c3nc4ccccc4n13)CCCC2	55	46	2%	7%	i	4.3%	0.1%	-4.9%	-0.8%	-0.7%
CC(=O)NC12CC3CC(C1)CC(C(=O)OCC(=O)Nc1ncc(Cl)cc1Cl)(C3)C2	-1	0	4%	9%	i	0.0%	.	.	-0.2%	3.2%
O=S(=O)(c1ccccc1)N1CCN(c2nnnn2-c2ccccc2)CC1	-2	9	1%	-3%	i	-2.8%	-2.1%	-2.1%	-0.2%	1.0%
COc1cc2oc3ccccc3c2cc1N(CC(=O)N1CCCCC1)S(=O)(=O)c1ccc(C)cc1	4	12	-3%	-6%	i	0.2%	8.4%	-3.9%	-0.6%	13%
COc1ccc2c(C=O)cn(C)c2c1	-7	8	2%	-5%	i	0.1%	-0.9%	-4.1%	-0.2%	0.9%

(listing goes on)
SMILES	WT yeast gro inh	WT yeast gro inh mutant strain	Large T inhibition	Dengue-2 NS5 capping	Yfh1-off respiration	UTI89 phage lysis	ER stress rescue	XIAP antagonists	West Nile virus CPE	RSV antiviral HEp-2	others
COc1ccccc1OCC(=O)Nc1cc2c(cc1C(=O)O)OCCCO2	.	.	8%	-7%	.	-0.1%	.	.	-0.4%	1.6%
CC(C)(C)OC(=O)NCCCC[C@H](NC(=O)c1nc[nH]c1C(=O)NC1CCN(C(=O)OC(C)(C)C)CC1)C(=O)OC(C)(C)C	.	.	3%	-1%	i	1.5%	.	.	2.2%	3.6%
COCCn1nnnc1C(C(C)C)N1CCN(C(=O)c2ccco2)CC1 (stereo not drawn)	3	2	3%	-1%	i	0.4%	-1.4%	1.7%	0.4%	0.6%
COc1ccc(C(=O)NNC(=S)NC(=O)/C=C/c2cccs2)cc1	8	-30	4%	0%	i	-0.3%	2.1%	2.1%	-1.1%	-1.3%
Clc1ccccc1/C=C/c1ccnc2ccccc12	.	.	-27%	-3%	i	0.0%	.	.	0.3%	4.5%
CCn1c(O)c(C2=c3ccccc3=NC2=O)c2cc(Br)ccc21	72*	57*	-3%	.	i	.	-2.6%	-2.1%	2.1%	4.3%
CC(C)(C)OC(=O)NCCCC[C@H](NC(=O)c1nc[nH]c1C(=O)NC(c1ccccc1)c1ccccc1)C(=O)OC(C)(C)C	14	0	-1%	0%	i	-0.2%	-3.6%	-8.9%	3.0%	-0.3%
Cn1c(=O)c2c(SCC(=O)NCC3CCCO3)nc(-c3ccccc3Cl)nc2n(C)c1=O (stereo not drawn)	.	.	10%	0%	.	0.0%	.	.	0.3%	3.8%
CCN(CC)c1ncnc2scc(C3COc4ccccc4O3)c12 (stereo not drawn)	85*	27*	4%	-5%	i	5.4%	1.5%	-6.7%	0.8%	?
